HCV inh: blocks hepatitis C virus | Huh7.5.1 HCVcc-Cre infection, luciferase reporter, 44 h | Potency, µM (titrated, usually from 41.8 µM), for the others: at the top dose activity change, negative = inhibition, most hits filed as inhibitors | actives 3.4% (n = 340,000); further: potency means the concentration at half of the fitted maximal effect
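Infectious HCVcc-Cre (~0.5 moi) was added to cells just after compound, with cells seeded 4 h earlier at 1,000 per well. Luciferase activity after 44 h culture reported infection; substrate was incubated 15 min at room temperature before reading.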
Giardia FBPA inh: Giardia lamblia aldolase inhibition. A8B2U2. purified Giardia FBPA. actives 0.71% (n = 290,000). AID 2451. Potency, µM (highest dose often 59.6 µM), for inactives: at the highest dose activity, negative = inhibition, hits mostly inhibitors; further: potency means the concentration at half of the fitted maximal effect; nearly all actives have a fitted effect of over 55% in size
Target sequence (A8B2U2 whole entry, looked up): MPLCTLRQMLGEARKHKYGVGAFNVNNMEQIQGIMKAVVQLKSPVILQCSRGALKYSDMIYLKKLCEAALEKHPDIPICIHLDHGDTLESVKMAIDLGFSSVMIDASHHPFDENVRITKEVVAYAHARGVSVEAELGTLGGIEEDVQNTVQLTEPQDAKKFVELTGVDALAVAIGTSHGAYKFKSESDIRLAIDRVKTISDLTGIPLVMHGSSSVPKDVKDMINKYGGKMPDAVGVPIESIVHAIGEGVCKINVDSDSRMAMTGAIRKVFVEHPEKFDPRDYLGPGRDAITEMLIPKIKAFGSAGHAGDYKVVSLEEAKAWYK
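Giardia FBPA (40 nM reagent) was preincubated 10 min at RT with compound (up to 57.5 uM final), then substrate plus GAPDH/TPI/NAD/arsenate coupling system with diaphorase/resazurin was added; resorufin fluorescence (525/598 nm) was read after 20 min.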
AmpC detergent: blocks E. coli AmpC beta-lactamase in detergent assay; P00811; AmpC hydrolysis of nitrocefin, absorbance 480 nm, 0.01% Triton; Potency, µM (highest dose often 114 µM), without a hit: at the top dose activity change, negative = inhibition, actives largely listed as inhibitors; actives 0.041% (n = 370,000); AID 485294;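 further: potency means the concentration at half of the fitted maximal effect; 0% = no-compound wells and -100% = no-enzyme wells; nearly all actives have a fitted effect of over 25% in size; some results filed as inactive show a strong effect at the top dose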
Target sequence (P00811 whole entry, looked up): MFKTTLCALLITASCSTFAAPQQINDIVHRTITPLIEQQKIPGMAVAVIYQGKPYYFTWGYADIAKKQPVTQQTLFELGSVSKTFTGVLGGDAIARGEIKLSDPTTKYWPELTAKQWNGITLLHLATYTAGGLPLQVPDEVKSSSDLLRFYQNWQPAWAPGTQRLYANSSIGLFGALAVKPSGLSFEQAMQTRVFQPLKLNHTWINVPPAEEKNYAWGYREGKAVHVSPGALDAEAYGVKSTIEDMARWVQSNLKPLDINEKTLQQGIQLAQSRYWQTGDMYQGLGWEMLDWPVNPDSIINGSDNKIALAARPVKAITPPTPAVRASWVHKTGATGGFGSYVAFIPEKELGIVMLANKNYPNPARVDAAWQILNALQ
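20 mM phosphate pH 7.0 + 0.01% (detergent screen) or 0.0001% Triton X-100; 5.3 nM AmpC reagent; cpd preinc 15 min RT; nitrocefin (800 uM stock) to start; A480 q20 s × 4 min; Activity was normalised to no-enzyme and no-compound control wells.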
HCMV inh: inhibitors of human cytomegalovirus; HFF cells, HCMV-luciferase reporter, 72 h; active compounds read low; activity change, negative = inhibition, % at 57.5 µM; actives 4.5% (n = 410,000); in the data active means activity change below about -60%; inconclusive means no clear call, values can overlap the other calls; inactive means above about -39%
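Two-dose cell screen: HFF monolayers treated with compounds and infected with luciferase-expressing HCMV at 1 PFU/cell, 72 h at 37C, then lysed for luciferase measurement.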
AMA1 RON2 block: inhibitors of Plasmodium falciparum AMA1-RON2 interaction | Potency, µM (highest dose often 58.2 µM), for the others: at the highest dose activity change, negative = inhibition, usual class: inhibitors | actives 0.2% (n = 360,000) | AlphaScreen AMA1-biotinylated RON2 peptide binding;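 further: potency means the concentration at half of the fitted maximal effect; 0% = vehicle wells and -100% = peptide control; nearly all actives have a fitted effect of over 45% in size; some results filed as inactive show a strong effect at the top dose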
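AMA1 (3D7) with his tag at 25 nM final met compounds first, then biotinylated RON2 peptide at 25 nM; detection used donor plus acceptor beads, 10 µg/mL apiece, read by AlphaScreen after 30 min at room temperature.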
Sm TGR inh: blocks Schistosoma mansoni thioredoxin glutathione reductase; Q962Y6; purified TGR, DTNB reduction, TNB absorbance 405 nm; Potency, µM (series often up to 114 µM), without a hit: at the top dose activity change, negative = inhibition, usual class: inhibitors; actives 3% (n = 360,000); AID 485364; further: potency means the concentration at half of the fitted maximal effect; nearly all actives have a fitted effect of over 60% in size
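Kinetic colorimetric format: TGR-catalysed, NADPH-driven DTNB reduction monitored via TNB absorbance. Enzyme dispensed at 20 nM; compound exposure 15 min at room temperature before reaction start.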
Starred values were filed as active, the others as inactive; ? = inconclusive; . = not tested or not shown; & = joins results of further samples; [ ] = remark or other dose. Unless noted, the call rests on the fitted dose curve; in most records, active means well fitted curve in the direction sought with a large enough effect; inconclusive means small, poorly fitted or top-dose-only effect, or another doubt; inactive means no such curve, though single readings can be large; an effect the other way counts as inactive or inconclusive. Unless noted, on the % scale 0 is the no-effect control and ±100 the full control effect.

Every second line gives: HCV inh | Giardia FBPA inh | AmpC detergent | HCMV inh | AMA1 RON2 block | Sm TGR inh
> COc1ccc(-c2nc(CS(=O)CC(=O)NC3CCCCC3C)c(C)o2)cc1 (stereo not given)
    -4% | 9% | -10% | -7 | -11% | ?
> Cn1cnc2cc(NS(=O)(=O)c3ccc(Br)cc3)ccc21
    19% | 3% | ? | 7 | 4% | 0%
> O=C(Nc1cccc(-c2nc3ncccc3o2)c1)c1sc2cc(Cl)ccc2c1Cl
    8.9µM* | 2% | -3% | 20 | -7% | ?
> O=C(CNS(=O)(=O)c1ccc(Cl)c(C(F)(F)F)c1)NC1CCCCCC1
    -6% | . | ? | -15 | -1% | 0%
> O=C(C1=C(O)C(=O)N(c2ncccn2)C1c1ccc(Cl)cc1)c1ccco1 (stereo not given)
    24% | 18% | -10% | 46 | 2% | ?
> COc1ccc2c(Sc3ccc(C)cc3)c(C(=O)NCC(C)c3ccccc3)[nH]c2c1 (stereo not given)
    . | . | 27% | 11 | . | 8%
> COc1ccc(-n2c(C)cc(/C=C/c3nc(O)c([N+](=O)[O-])c(=O)[nH]3)c2C)cc1
    7% | -1% | ? | -61* | 0% | ?
> O=C(Nc1ccccc1)c1nc[nH]c1C(=O)N1CCc2ccccc2C1
    -12% | . | -1% | -40 | 124%[activator] | 5%
> CCOc1ccccc1NC(=O)c1ccc(S(=O)(=O)N2CCOCC2)cc1
    ? | 12% | -7% | 11 | 0% | -10%
> COc1ccc(-c2ccc(=O)n(CC(=O)Nc3ccc(C(=O)NC4CC4)cc3)n2)cc1OC
    1% | -3% | -13% | 23 | -4% | 0%
> CCOC(=O)N1CCN(Cc2cc(Cl)c3cccnc3c2O)CC1
    4µM* | ? | -2% | -92* | -84% | 32µM*
> Cc1ccc(C(=O)COC(=O)c2ccncc2)cc1[N+](=O)[O-]
    5% | -5% | -1% | 25 | -7% | -4%
> CCN(CC)S(=O)(=O)c1nnc(NC(=O)c2ccco2)s1
    13% | 6% | 1% | 5 | 1% | -35%
> Cc1ccc(OCCCCN2CCc3ccccc3C2)c(C)c1
    ? | ? | -5% | 62 | -1% | -17%
> O=C(Nc1ccccc1N1CCOCC1)c1cccc(S(=O)(=O)N2CCOCC2)c1
    12% | . | -15% | -24 | -5% | -13%
> COC(=O)c1nc2ccccn2c1F
    5% | -1% | 7% | -29 | 8% | 1%
> CCOC(=O)N1CCN(C(=O)c2ccccc2CCc2ccccc2)CC1
    -6% | 3% | ? | 9 | -1% | 4%
> O=S(=O)(NC1CCCCC1)c1ccc(Br)cc1
    6% | 8% | ? | 82 | 13% | 7%
> Cc1ccc(Cn2c(C3CCCN3c3nc(-c4cc(Cl)c(N)c(Cl)c4)cs3)nc3cc(Cl)c(Cl)cc32)cc1 (stereo not given)
    10% | . | . | 24 | 134%[activator] | .
> CCc1ccc(N2CC(c3nc4ccccc4n3Cc3ccccc3C)CC2=O)cc1 (stereo not given)
    . | . | -2% | -30 | . | -8%
> CCOC(=O)c1cnc2ccc(OC)cc2c1NCCN1CCOCC1
    2% | 3% | 6% | -6 | 0% | -3%
> CCNC(=O)CSc1nc2cc(S(=O)(=O)Nc3ccc(OC)cc3)ccc2o1
    -20% | . | 1% | ? | -9% | ?
> C=CCOc1ccccc1CNCCc1ccc(S(N)(=O)=O)cc1
    7% | 0% | 3% | 10 | 1% | 3%
> Cc1nc2ccc3nc(NC(=O)c4ccc(S(=O)(=O)N5CCOCC5)cc4)sc3c2s1
    . | 1% | 3% | 9 | 6% | 5%
> Cc1ccc(OCC(=O)Nc2sc3c(c2C#N)CCC3)cc1
    -12% | 8% | 4% | 60 | 3% | 0%
> CCC(=O)Oc1c(S(=O)(=O)c2ccc(C)cc2)c(C)nn1C(C)(C)C
    0% | -1% | -3% | 26 | -2% | 11%
> C=C(C)CSc1nnc(CCCCCNC(=O)OC(C)(C)C)o1
    ? | -1% | 3% | 22 | -10% | -16%
> C/C(O)=c1/cnc2nc3ccccc3n2c1=O
    12% | -15% | 6% | 5 | -6% | 2%
> COCCn1c(SCC(=O)Nc2ccc(C(N)=O)cc2)nc2c([nH]c3ccccc32)c1=O
    -2% | . | -10% | 63 | 0% | -20%
> O=C(NCC1CCCO1)c1ccc2c(c1)N(Cc1ccccc1)C(=O)CS2 (stereo not given)
    5% | 3% | -8% | -74* | -4% | -11%
> C/C(=N\NC(=O)CCCOc1ccc(Cl)cc1C)c1ccc(C)o1
    -17% | 1% | 10% | 56 | -5% | 9%
> CC(C)Cc1ccc(/C=C/C(=O)N2CCOCC2)cc1
    22% | 0% | 1% | 147 | -4% | 3%
> O=C(COc1cccc2ccccc12)Nc1nc2ccccc2[nH]1
    13% | -14% | 5% | 58 | 97%[activator] | -15%
> COc1ccc(S(=O)(=O)N2CCCCC2)cc1NC(=O)Cc1ccc(Br)cc1
    -28% | . | . | -1 | 7% | .
> Cc1ccccc1-c1cccc([C@@H]2C[C@H]3CN(Cc4cccnc4)C(=O)[C@]34CCCN24)c1
    ? | 0% | 5% | 2 | -3% | ?
> CCOC(=O)C1CCN(S(=O)(=O)c2cccc(-c3cn4ccccc4n3)c2)CC1
    -19% | 1% | -7% | -4 | -4% | 7%
> CCOC(=O)C1CCN(C(=O)C2CCN(S(=O)(=O)c3ccc4ccccc4c3)CC2)CC1
    8% | 11% | 6% | 1 | -18% | 10%
> COc1ccc(CCNC(=O)CC(Cc2ccccc2)C(=O)O)cc1OC (stereo not given)
    9% | 3% | -2% | -21 | -3% | -5%
> CCOC(=O)c1c(-c2ccc(F)cc2)csc1NC(=O)c1c(-c2ccccc2)noc1C
    ? | -4% | -2% | -68* | -29% | -10%
> Cc1[nH]c(C)c(S(=O)(=O)Nc2cccc(Cl)c2C)c1C(=O)N1CCCC1
    3% | -2% | ? | -17 | -5% | -15%
> O=C(CN1CCN(c2ccc(Cl)cc2)CC1)Nc1ccc(Cl)c(C(F)(F)F)c1
    . | . | 18% | -1 | . | 7%
> COc1ccccc1NS(=O)(=O)c1ccc(Cl)c(NC(=O)c2sc3cc(Cl)ccc3c2Cl)c1
    -17% | 4% | 1% | -24 | 0% | -3%
> Cc1ccc(-c2cc(-c3ccccc3)c3c(N)c(S(C)(=O)=O)sc3n2)cc1
    -7% | 4% | 4% | 47 | -1% | 5%
> CN(C1CCCCC1)S(=O)(=O)c1ccccc1
    8% | -1% | 2% | -12 | -7% | 2%
> CCOC(=O)C1(N(CC)CC)Sc2cc(C)ccc2NC1=O (stereo not given)
    ? | . | ? | -14 | 0% | 13%
> O=C(O)CC/C(=C/c1cccc(NC(=O)c2ccccc2Cl)c1)c1nc2ccccc2s1
    -12% | . | . | -2 | 2% | .
> COc1ccc(N2C(=O)C(CC(=O)O)S/C2=C\C(C)=O)cc1 (stereo not given)
    16% | 11% | 0% | -19 | 1% | -14%
> CCCn1c(=O)c2c(nc3n2CC(C)CN3Cc2ccccc2)n(C)c1=O (stereo not given)
    1% | -3% | -3% | -11 | -6% | 3%
> O=C(Nc1ccccc1)Nc1cccc2ccccc12
    ? | 0% | -7% | -19 | -17% | 5%
> COc1ccccc1NC(=O)N1CCCC1C(=O)NCc1ccccc1F (stereo not given)
    9% | -1% | 8% | 14 | 7% | 1%
> CCOC(=O)CC1C(=O)NCCN1C(=O)c1ccc(F)cc1F (stereo not given)
    12% | 5% | -5% | 4 | 1% | 2%
> COc1ccc(C(=O)N2CCN(Cc3ccc4c(c3)OCO4)CC2)cc1OC
    ? | -20% | 5% | ? | -15% | 11%
> NC(=O)c1ccc(-n2nnnc2Oc2ccc(Br)cc2)cc1
    9% | 1% | -5% | 22 | -23% | 2%
> Cc1[nH]c2ccccc2c1C(=O)CSC(=S)N1CCCCC1
    ? | -20% | 2% | 53 | -11% | -4%
> Cc1ccccc1-n1c(SCC(=O)Nc2ccc(Cl)cc2F)nnc1-c1cc2occc2n1C
    . | . | 13% | -22 | . | 1%
> CCC1CCCCN1C(=O)Cn1c(=O)cc(C(F)(F)F)c2c(C)nn(C)c21 (stereo not given)
    . | . | 1% | -20 | . | -7%
> COc1ccc(S(=O)(=O)N(CC(=O)NCCSc2ccccn2)c2ccccc2)cc1
    ? | . | 6% | -11 | 5% | 5%
> Cc1cccc(NC(=O)[C@H](Cc2ccccc2)NC(=O)OCc2ccccc2)c1
    -15% | 1% | 1% | -8 | -1% | -3%
> Cc1ccc2nc(-c3ccncc3)cc(C(=O)Nc3ccc4c(c3)OCCO4)c2c1
    ? | -3% | 0% | 51 | 14% | -4%
> Cn1c(=O)c2c(ncn2CC(=O)N/N=C/C=C\c2ccccc2[N+](=O)[O-])n(C)c1=O
    2% | 0% | 2% | . | 11% | 2%

(listing goes on)
Every second line gives: HCV inh | Giardia FBPA inh | AmpC detergent | HCMV inh | AMA1 RON2 block | Sm TGR inh
> O=C(CCCc1ccccc1)NCc1ccccc1
    . | 1% | -5% | -5 | . | 7%
> O=C(COC(=O)c1nsc(Cl)c1Cl)NC1CCCC1
    -3% | 0% | -12% | -24 | 5% | 0%
> Cc1cc(C)cc(NC(=O)Cn2c(=O)n(Cc3ccco3)c(=O)c3oc4ccccc4c32)c1
    . | . | 16% | -30 | . | 2%
> CCCCC(=O)Nc1ccc(NC(=O)c2cccs2)cn1
    -7% | . | . | 6 | 9% | .
> O=c1cc(CO)oc(CN2CCN(Cc3ccccc3)CC2)c1O
    22% | 10% | ? | -3 | ? | -32%
> CC(=NC(C)c1ccccc1)c1c(O)[nH]c(=O)[nH]c1=O (stereo not given)
    12% | 7% | -7% | 42 | -3% | -3%
> COc1ccc(NC(=O)c2oc3ccc(S(=O)(=O)N4CCOCC4)cc3c2C)cc1
    ? | 6% | 2%&22% | -23&13 | 0% | 2%&0%
> O=C(NC12CC3CC(CC(C3)C1)C2)N1CCC(n2nnc3ccccc32)CC1
    0% | -4% | ? | 44 | 5% | 0%
> Cc1cc(S(=O)(=O)Nc2nc(CN3CCOCC3)nc3sc4c(c23)CCC4)ccc1F
    20% | . | . | -5 | 22% | .
> CCc1ccc(CNC(=O)CSCc2cnn(-c3ccccc3)c2-n2cccc2)cc1
    . | . | 16% | -6 | . | -2%
> Cn1c(SCC(=O)NNC(=O)Cc2ccccc2)nnc1-c1ccccc1
    8% | 2% | -15% | 16 | 54%[activator] | -12%
> CCOc1ccccc1-n1c(SCC(N)=O)nc2ccccc2c1=O
    16% | 0% | -18% | 41 | 14% | -31%
> Fc1ccc(NC(=S)N2CCN(c3ccccn3)CC2)cc1Cl
    8% | . | . | 17 | 13% | .
> COc1ccc(CCC(=O)Nc2ccc(C)c(S(=O)(=O)N(C)C)c2)cc1OC
    ? | 6% | ? | -77* | -4%[11.6 µM] | -11%

A draw from above in order of heavy-atom count, low to high.
Every second line gives: HCV inh | Giardia FBPA inh | AmpC detergent | HCMV inh | AMA1 RON2 block | Sm TGR inh
> CC(=NC(C)c1ccccc1)c1c(O)[nH]c(=O)[nH]c1=O (stereo not given)
    12% | 7% | -7% | 42 | -3% | -3%
> CCCCC(=O)Nc1ccc(NC(=O)c2cccs2)cn1
    -7% | . | . | 6 | 9% | .
> Cc1cc(S(=O)(=O)Nc2nc(CN3CCOCC3)nc3sc4c(c23)CCC4)ccc1F
    20% | . | . | -5 | 22% | .
> Cc1cc(C)cc(NC(=O)Cn2c(=O)n(Cc3ccco3)c(=O)c3oc4ccccc4c32)c1
    . | . | 16% | -30 | . | 2%

Screening data from PubChem.
